SNCA expr inhib = SNCA gene expression inhibition; HEK-293 SNCA-luciferase knock-in, luminescence, 24 h; Potency, µM (series often up to 57.2 µM), for the others: at the top dose activity change, negative = inhibition, hits mostly inhibitors; hit rate 0.17% among 140,000; AID 1671194;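 note: potency is the fitted concentration of half-maximal effect; plate controls were DMSO cells for no effect and cell-free wells for full effect; nearly all actives have a fitted effect of over 45% in size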
IP6K1 inhibitor = blocks human inositol hexakisphosphate kinase 1; Q92551; activity change, % (series mostly up to about 58 µM); hit rate 0.81% among 140,000; IP6K1 kinase, ADP-Glo luminescence, 2 h; active compounds read low; in the data active = activity change below about -25%
Target sequence (Q92551 whole entry, looked up): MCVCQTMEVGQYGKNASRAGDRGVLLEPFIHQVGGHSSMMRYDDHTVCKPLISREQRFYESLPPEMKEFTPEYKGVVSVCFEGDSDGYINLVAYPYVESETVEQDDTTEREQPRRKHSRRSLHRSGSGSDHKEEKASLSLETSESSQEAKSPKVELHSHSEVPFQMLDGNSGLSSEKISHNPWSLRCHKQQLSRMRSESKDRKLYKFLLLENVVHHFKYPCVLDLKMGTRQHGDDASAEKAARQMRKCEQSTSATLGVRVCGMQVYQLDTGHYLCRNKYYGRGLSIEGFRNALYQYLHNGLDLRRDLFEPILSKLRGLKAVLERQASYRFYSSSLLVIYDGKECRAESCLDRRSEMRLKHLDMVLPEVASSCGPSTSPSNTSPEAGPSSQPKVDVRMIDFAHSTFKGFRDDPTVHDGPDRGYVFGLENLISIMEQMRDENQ
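ADP-Glo luminescence measures ADP made by human IP6K1 during a 2 h RT reaction with ATP/IP6 (mix at 1.3 mM/130 uM); top library doses 57.5 and 19.1 uM final.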
GPT2 inhibitor = blocks human glutamate pyruvate transaminase 2 | Potency, µM (titrated, usually from 57.7 µM), for inactives: at the top dose activity change, negative = inhibition, actives largely listed as inhibitors | hit rate 0.25% among 100,000 | Recombinant GPT2, coupled pyruvate oxidase/HRP Amplex Red fluorescence; note: potency is the fitted concentration of half-maximal effect; nearly all actives have a fitted effect of over 60% in size; many of its hits are not listed in these tables
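Inhibition is scored from Amplex Red fluorescence generated when pyruvate oxidase and HRP act on pyruvate released by GPT2. Reactions contain 10ng/uL enzyme, 250uM a-KG and 2mM L-alanine and run 30 min at room temperature.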
HEK293 tox = kills HEK 293 cells; hit rate 6.6% among 94,000; HEK 293 viability, ATP luminescence (CellTiter-Glo), 48-72 h; Potency, µM (highest dose often 115 µM), for inactives: top-dose activity change, negative = cytotoxicity, actives largely listed as inhibitors; note: potency is the fitted concentration of half-maximal effect; nearly all actives have a fitted effect of over 60% in size
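Cytotoxicity was scored by loss of ATP-coupled luminescence (CellTiter-Glo) in HEK 293 cells. Compound treatment ran 48 or 72 hr at 37 degree Celsius, 5% CO2, 95% humidity.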
SNCA viab count = reduces viability of HEK-293 SNCA reporter cells; HEK-293-SNCA-luc viability, GF-AFC fluorescence, 24 h; Potency, µM (top dose mostly 57.1 µM), for inactives: at the highest dose activity change, negative = cytotoxicity, actives largely listed as cytotoxic; hit rate 0.12% among 150,000; AID 1671193;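 note: potency is the fitted concentration of half-maximal effect; 0% = DMSO-treated cells and -100% = medium-only wells without cells; nearly all actives have a fitted effect of over 30% in size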
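Cytotoxicity counterscreen: after 24 h compound treatment of genome-edited SNCA-luciferase HEK-293 cells, live-cell protease substrate GF-AFC read by fluorescence after 30 min; activity scaled between DMSO (0%) and medium-only (-100%), curves Hill-fitted.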
NIH3T3 tox = NIH 3T3 cell cytotoxicity. NIH 3T3 viability, CellTiter-Glo ATP luminescence, 48-72 h. Potency, µM (titrated, usually from 96.7 µM), without a hit: at the top dose activity change, negative = cytotoxicity, hits mostly inhibitors. hit rate 4.3% among 94,000. AID 1345082; note: potency is the fitted concentration of half-maximal effect; nearly all actives have a fitted effect of over 55% in size
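Cytotoxicity was measured by CellTiter-Glo ATP luminescence after 48 or 72 h compound exposure at 37 °C. Mouse NIH 3T3 fibroblasts were seeded at 400 cells/well and dosed by 23 nL pin transfer.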
FLuc inh = blocks purified firefly luciferase enzyme activity. P08659. purified P. pyralis luciferase, luminescence, biochemical. Potency, µM (series often up to 115 µM), without a hit: top-dose activity change, negative = inhibition, hits mostly inhibitors. hit rate 2.5% among 76,000; note: potency is the fitted concentration of half-maximal effect; nearly all actives have a fitted effect of over 65% in size
Target sequence (P08659 whole entry, looked up): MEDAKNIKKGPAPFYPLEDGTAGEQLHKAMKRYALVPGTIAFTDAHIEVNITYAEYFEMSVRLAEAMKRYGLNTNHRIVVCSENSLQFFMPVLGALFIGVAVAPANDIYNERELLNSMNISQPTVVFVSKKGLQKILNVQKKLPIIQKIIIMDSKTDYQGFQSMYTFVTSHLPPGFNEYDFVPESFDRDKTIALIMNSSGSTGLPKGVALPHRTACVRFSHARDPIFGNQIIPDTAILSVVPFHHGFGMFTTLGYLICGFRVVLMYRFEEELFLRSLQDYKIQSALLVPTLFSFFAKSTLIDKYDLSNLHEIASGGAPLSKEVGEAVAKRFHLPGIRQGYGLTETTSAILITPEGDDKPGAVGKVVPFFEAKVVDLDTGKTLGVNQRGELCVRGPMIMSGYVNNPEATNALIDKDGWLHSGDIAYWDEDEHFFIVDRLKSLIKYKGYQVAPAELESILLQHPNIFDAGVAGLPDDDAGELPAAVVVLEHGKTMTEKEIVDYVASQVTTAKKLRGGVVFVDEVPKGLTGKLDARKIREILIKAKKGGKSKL
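FLuc 10nM, D-luciferin 10uM, ATP 10uM, Mg acetate 10mM, Tris acetate pH 7.5, Tween/BSA; cpd qHTS; enzyme added last; CCD luminescence.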
* = called active by the depositor; i = inactive; u = inconclusive; x = not tested or not shown; & = joins results of further samples; [ ] = remark or other dose. Unless noted, calls come from the whole dose curve; as a rule, active = well fitted curve in the direction sought with a large enough effect; inconclusive = small, poorly fitted or top-dose-only effect, or another doubt; inactive = no such curve, though single readings can be large; an effect the other way counts as inactive or inconclusive. Unless noted, % is set by controls: 0 for no effect and ±100 for the full control effect.

| mol | SNCA expr inhib | IP6K1 inhibitor | GPT2 inhibitor | HEK293 tox | SNCA viab count | NIH3T3 tox | FLuc inh |
| --- | --- | --- | --- | --- | --- | --- | --- |
| CCOC(=O)CSc1nc2ccc(NC(=O)COc3ccc(F)cc3)cc2s1 | -22% | 14 | x | x | -1% | x | x |
| Cc1ccccc1NC(=O)CCOc1ccccc1 | 109%[activator] | 0 | x | x | -8% | x | x |
| COc1ccc(-c2c(C)c3cc(OC(=O)N4CCOCC4)ccc3oc2=O)cc1 | -9% | -13 | x | x | -15% | x | x |
| Cc1cc(=O)n(Cc2cccc(Br)c2)c2c1c(C)nn2-c1ccccc1 | 14% | 7 | x | x | 3% | x | x |
| COc1cccc(CNC(=O)CN2C(=O)CSc3c2c(C)nn3-c2ccccc2)c1OC | -17% | 3 | x | x | -6% | x | x |
| O=C(c1ccncc1)N1CCN(C(=O)c2nnn3c2COC(c2ccc(Cl)cc2)C3)CC1 (configuration not stated) | 2% | 18 | 5% | -6% | 10% | -13% | -8% |
| O=C(COc1ccc(F)cc1)NC1CCN(c2cc(-c3ccccc3)[nH]n2)CC1 | 27% | 10 | i | u | 1% | u | -6% |
| COc1ccccc1NC(=O)NCc1cccn1Cc1ccccc1 | 7% | 25 | x | x | 0% | x | x |
| CSCC[C@@H]1NC(=O)c2cc(NC(=O)c3cccc4c3ccn4C)ccc2NC1=O | 4% | -1 | i | -22% | -6% | -12% | u |
| Cc1ccc2nc(NC(=O)Cn3nc4c(cc3=O)CCCCC4)sc2c1 | 15% | 1 | 1% | u | 1% | -17% | 35µM* |
| Cc1cccc(-c2ccccc2C=O)c1 | -22%[87.6 µM] | 1 | 3%[88.5 µM] | -10%[230 µM] | 5%[87.6 µM] | 3%[174 µM] | x |
| CC(C)CCN1CCC(N2CCN(S(=O)(=O)c3cccc(C(F)(F)F)c3)CC2)C1=O (configuration not stated) | 19% | 7 | -25% | u | 6% | -25% | 5% |
| Cc1ccsc1C(=O)N1CCC(Cc2nc(C3CCOCC3)no2)CC1 | 11% | 8 | i | -13% | -1% | -22% | -2% |
| Cc1c(F)cccc1NS(=O)(=O)c1cccs1 | 10% | 1 | x | x | -5% | x | x |
| Cc1cccc(N2CCN(C(=O)c3cc4c(=O)[nH]c5ccc(C)cc5c4s3)CC2C)c1 (configuration not stated) | 51%[activator] | 6 | x | x | -10% | x | x |
| O=C([C@H]1C[C@H](Oc2ccccc2)CN1C(=O)c1ccccc1)N1CCOCC1 | -2% | -2 | i | -20% | -1% | -16% | 3% |
| CN1CCC(C(=O)N2CC(F)(F)C[C@H]2c2nc(C3CC3)no2)CC1 | 20% | -4 | 5% | 1% | 2% | i | 2% |
| COc1cccc(CNC(=O)CN2C(=O)N(c3ccc(C)cc3C)S(=O)(=O)c3ccccc32)c1OC | -15% | 5 | x | x | u | x | x |
| Cc1ccccc1C(=O)N1CCCC(C(=O)N2CCCC(c3nc4ccncc4[nH]3)C2)C1 (configuration not stated) | 25% | 4 | -3% | -1% | 3% | -22% | x |
| O=c1[nH]nc2n1CCN(Cc1ccc3c(c1)CCO3)CC2 | 19% | -9 | i | 0% | 0% | -12% | -14% |
| COc1ccc(CNC(=O)c2cnn(-c3ccc(C)cc3)c2C2CCN(C(=O)OC(C)(C)C)CC2)cc1 | u | -5 | x | x | u | x | x |
| CC(C)c1cc(CN(C)C(=O)CN2C(=O)OC[C@@H]2c2ccccc2)no1 | 8% | 3 | -10% | -1% | -7% | -19% | -5% |
| O=C(c1cc[nH]c(=O)c1)N1C[C@@H](COCC2CC2)[C@H](c2ccccn2)C1 | -5% | 6 | 1% | -24% | 5% | -1% | -3% |
| CC1(NC(=O)C2CC2)CN(c2ccc(Oc3ccccc3)cc2)C1 | -17%[87.6 µM] | -4 | i | u | -10%[87.6 µM] | -28%[138 µM] | 2%[172 µM] |

Brought forward from above: three compounds, followed by the next part.
| mol | SNCA expr inhib | IP6K1 inhibitor | GPT2 inhibitor | HEK293 tox | SNCA viab count | NIH3T3 tox | FLuc inh |
| --- | --- | --- | --- | --- | --- | --- | --- |
| CC(C)c1cc(CN(C)C(=O)CN2C(=O)OC[C@@H]2c2ccccc2)no1 | 8% | 3 | -10% | -1% | -7% | -19% | -5% |
| O=C(c1cc[nH]c(=O)c1)N1C[C@@H](COCC2CC2)[C@H](c2ccccn2)C1 | -5% | 6 | 1% | -24% | 5% | -1% | -3% |
| CC1(NC(=O)C2CC2)CN(c2ccc(Oc3ccccc3)cc2)C1 | -17%[87.6 µM] | -4 | i | u | -10%[87.6 µM] | -28%[138 µM] | 2%[172 µM] |
| COc1ccc(CCN2CCC(Nc3nc4ccccc4n3Cc3ccc(F)cc3)CC2)cc1 | -2%[25.6 µM] | 5 | -9% | x | 36%[23.9 µM] | x | x |
| CCN(C(=O)c1cc2c(s1)-c1c(C)cccc1OC2)c1ccccc1F | 55%[activator] | 0 | x | x | 18% | x | x |
| O=C(Nc1cccc(Cl)c1)c1cc2n(n1)CC(c1ccc3c(c1)OCO3)OC2 (configuration not stated) | -23% | -6 | i | u | -4% | u | -25% |
| O=C(CCc1ccnc(N2CCOCC2)c1)Nc1ccc2c(c1)OCO2 | 37%[activator] | 7 | i | -24% | -15% | -28% | 35µM* |
| Cc1ccc(CNC(=O)c2cc(Sc3ccc(F)cc3F)nc3ccccc23)cc1 | u | 12 | x | x | 4% | x | x |
| O=C(NC1CCCCC1)[C@@H]1C[C@@H](O)CN1C1CCN(C(=O)c2ccc(Cn3ccnc3)o2)CC1 | 2% | -1 | 1% | 2% | 5% | i | 10% |
| COc1cccc(-n2c(=O)c3sc4ccccc4c3n(CC(=O)NC3CCCCC3)c2=O)c1 | -12% | 29 | x | x | -28% | x | x |
| O=C(NCc1ccccn1)C1CN(S(=O)(=O)c2cccs2)CC12CCCCC2 (configuration not stated) | 5% | 35 | i | -21% | -8% | -28% | -9% |

4 of the compounds above, with values under each structure:
Under each structure: SNCA expr inhib, IP6K1 inhibitor, GPT2 inhibitor, HEK293 tox, SNCA viab count, NIH3T3 tox, FLuc inh
- O=C(CCc1ccnc(N2CCOCC2)c1)Nc1ccc2c(c1)OCO2
→ 37%[activator], 7, i, -24%, -15%, -28%, 35µM*
- CCN(C(=O)c1cc2c(s1)-c1c(C)cccc1OC2)c1ccccc1F
→ 55%[activator], 0, x, x, 18%, x, x
- O=C(NC1CCCCC1)[C@@H]1C[C@@H](O)CN1C1CCN(C(=O)c2ccc(Cn3ccnc3)o2)CC1
→ 2%, -1, 1%, 2%, 5%, i, 10%
- COc1cccc(-n2c(=O)c3sc4ccccc4c3n(CC(=O)NC3CCCCC3)c2=O)c1
→ -12%, 29, x, x, -28%, x, x

The list goes on.
| mol | SNCA expr inhib | IP6K1 inhibitor | GPT2 inhibitor | HEK293 tox | SNCA viab count | NIH3T3 tox | FLuc inh |
| --- | --- | --- | --- | --- | --- | --- | --- |
| O=C(CSc1nnc(-c2ccncc2)n1-c1ccccc1)Nc1ccc(Cl)c(Cl)c1 | 10% | 8 | x | x | -8% | x | x |
| CCc1ccccc1NC(=O)c1ccc(F)c(S(=O)(=O)N2CCN(c3ccccc3OC)CC2)c1 | -2% | 6 | x | x | -2% | x | x |
| CCOCC(=O)N1CCc2nc(N3CCN(C)CC3)sc2C1 | 2% | 5 | i | -4% | 3% | 1% | 12% |
| Cc1cc(Cl)ccc1OCC(=O)N(Cc1ccco1)Cc1ccco1 | 6% | 20 | x | x | -9% | x | x |
| CCn1cc(CN2CC(Oc3ccc(-c4noc(-c5ccncc5)n4)cc3)C2)cn1 | 41%[activator] | -12 | i | u | -3% | u | -16% |
| Cc1cc(C)cc(OCc2cc(=O)n3cc(C)sc3n2)c1 | 26% | -13 | x | x | 3% | x | x |
| CNC(=O)[C@H]1C[C@H](Oc2ccccc2)CN1Cc1ccc(OC(C)C)cc1 | 23% | 30 | -10% | u | 8% | u | 2% |
| O=C(Cn1ccn2nc(-c3ccc(F)cc3)c(CO)c2c1=O)Nc1ccccc1F | -37% | 25 | 4% | u | -4% | -20% | 3% |
| Cc1ccc(-c2ccc3nnc(CNC(=O)c4ccc(F)c(F)c4)n3n2)cc1 | -2% | -16 | i | i | -4% | 2% | 53% |
| Cc1ccc(C(=O)CSc2nc3cc(C(=O)NC4CCCC4)ccc3c(=O)n2CC2CCCO2)c(C)c1 (configuration not stated) | -6% | 4 | x | x | 9% | x | x |
| Cc1nc2c(c(-c3ccc(Cl)cc3)n1)CCN([S+](C)(=O)[O-])CC2 | 3% | -14 | 4% | -1% | 0% | -28% | -3% |
| COc1cccc(CN2CCC3(CC2)C(=O)NCN3Cc2ccc(Cl)cc2)c1 | -5% | -6 | 2% | u | -5% | -27% | 5% |
| O=C(Cc1cccc(Cl)c1)N1CCN(c2ccc3nnc(C4CC4)n3n2)CC1 | x | 23 | x | u | x | u | x |
| O=C(O)c1cccc(-c2ccccn2)c1 | -4%&99%[87.6 µM] | -6&-17 | -16%&-23%[88.5 µM] | 4%[230 µM] | -7%&8%[87.6 µM] | 4%[174 µM] | x |
| O=C(CCc1conc1-c1cccc(F)c1)NC1CCCCC1 | -18% | 7 | i | -14% | 9% | -23% | -22% |
| CC(=O)N1CCC(n2nccc2NC(=O)Nc2ccccc2C)CC1 | 4% | 12 | -6% | i | -2% | 2% | -8% |
| CCOc1ccc(CCNC(=O)c2ccc(C)c(-n3c(C)nc4cccnc43)c2)cc1OCC | u | 6 | x | x | 7% | x | x |
| CCCOc1ccc(CNC(=O)C2CCN(C(=O)c3sccc3-n3cccc3)CC2)cc1 | -4% | 4 | x | x | 10% | x | x |
| COc1ccc(C)cc1NC(=O)CN1C(=O)COc2ccc(S(=O)(=O)N3CCCCCC3)cc21 | 11% | 30 | x | x | -18% | x | x |
| N#C/C(=C\c1ccccc1)C(=O)Nc1sc2c(c1C(N)=O)CCC2 | 72%[activator] | -4 | x | x | 13% | x | x |
| Cn1c2ccccc2c2cnn(CC(=O)Nc3ccccc3F)c(=O)c21 | u | -8 | x | x | u | x | x |
| CN1C(=O)CCCCC1C(=O)NCc1cccs1 (configuration not stated) | -14% | 16 | i | 2% | -7% | i | 0% |
| COc1ccccc1CNC(=O)CCC1N=C2c3ccccc3N=C(SCc3ccccc3Cl)N2C1=O (configuration not stated) | -28% | -9 | x | x | -1% | x | x |
| O=C(c1cnccn1)N1CCCC(Cc2noc(-c3ccccn3)n2)C1 (configuration not stated) | -26% | 2 | i | -20% | 1% | -15% | -11% |
| C=CCn1c(-c2ccc(F)cc2)cn2cc(C(=O)N[C@@H](C)CO)nc2c1=O | 0% | 5 | 1% | -29% | 9% | -12% | -3% |
| CCc1ccc(S(=O)(=O)c2nnn3c2nc(N2CCCCC2)c2ccccc23)cc1 | u | 13 | i | -35% | -7% | u | x |
| CN(C)C[C@@H]1CN(Cc2ccccc2)C[C@H]1NS(=O)(=O)c1cccc(F)c1 | 13% | -4 | i | -12% | 12% | -25% | x |
| Cc1[nH]c2ccc(C(=O)Nc3ccc(F)cc3)cc2c1C | 192%[activator] | 12 | x | x | -8% | x | x |

Compounds as they come; 7.7% or so of the library scored in one or more.
